Screening results deposited in PubChem by National Center for Advancing Translational Sciences (NCATS).
BLM helicase inh – qHTS Assay for Inhibitors of Bloom's syndrome helicase (BLM). Potency, µM (highest dose often 56.1 µM), for the others: at the highest dose activity change, negative = inhibition, most hits filed as inhibitors. recombinant BLM DNA unwinding, fluorescence dequenching. 350,000 compounds, 0.2% hits;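 also: plate controls were vehicle for no effect and no enzyme for full effect; nearly all actives have a fitted effect of over 35% in size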
GLS inh – qHTS for Inhibitors of Glutaminase (GLS) | Potency, µM (doses to about 45.5 µM), without a hit: at the top dose activity change, negative = inhibition, most hits filed as inhibitors | AID 624170, 2012 | 410,000 compounds, 0.21% hits | GLS enzymatic activity, qHTS titration; also: % is scaled to controls: 0 for no effect and ±100 for the full control effect
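Coupled fluorescence readout: glutamate oxidase/HRP/Amplex Red detect glutamate formed by hKGA from L-glutamine (1 mM solution added). Buffer 45 mM KH2PO4 pH 8.2, 0.02% Tween-20; reads at t0 and 30 min RT.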
HP1b binding inh – HTS for Inhibitors of HP1-beta Chromodomain Interactions with Methylated Histone Tails; AlphaScreen HP1-beta / biotin-H3K9me3 peptide binding; Potency, µM (series often up to 114 µM), for the others: top-dose activity change, negative = inhibition, usual class: inhibitors; 390,000 compounds, 0.56% hits; also: nearly all actives have a fitted effect of over 70% in size; inactives centre near 23
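HP1-beta protein (50 nM final) preincubated 30 min at room temperature with biotinylated H3(1-18)K9me3 peptide (50 nM) in PBS pH 7.4, 0.01% Tween-20, then compound added for 30 min. AlphaScreen streptavidin donor/nickel chelate acceptor beads (10 ug/mL final), 30 min dark, luminescence read.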
BAZ2B inh – qHTS Assay for Inhibitors of BAZ2B. Bromodomain adjacent to zinc finger domain protein 2B (Homo sapiens), Q9UIF8. AlphaScreen BAZ2B-H3K14Ac peptide displacement. Potency, µM (doses to about 114 µM), without a hit: top-dose activity change, negative = inhibition, usual class: inhibitors. 360,000 compounds, 4.4% hits; also: % is scaled to controls: 0 for no effect and ±100 for the full control effect; nearly all actives have a fitted effect of over 60% in size
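Compounds, titrated to a top concentration of 110 uM, were incubated 30 min at room temperature with preformed BAZ2B/acetyl-K14 H3 peptide complex (50 nM each). Proximity signal was measured by AlphaScreen after 20 min with beads.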
G9a block – qHTS Assay for Inhibitors of Histone Lysine Methyltransferase G9a | Histone-lysine N-methyltransferase EHMT2 (Homo sapiens), Q96KQ7 | G9a H3K9 monomethylation, AlphaScreen, 2 h | Potency, µM (titrated, usually from 102 µM), for the others: at the highest dose activity, negative = inhibition, hits mostly inhibitors | 350,000 compounds, 8.8% hits; also: % is scaled to controls: 0 for no effect and ±100 for the full control effect; nearly all actives have a fitted effect of over 75% in size
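G9a (20 nM) was preincubated 15 min with compound, then reacted 2 h at room temperature with 500 nM biotin-H3K9 peptide and 20 µM SAM. Monomethyl-H3K9 detected by AlphaScreen using anti-H3K9me1 antibody.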
JMJD2A Tudor inh – qHTS Assay for Inhibitors of JMJD2A-Tudor Domain; AlphaScreen JMJD2A-Tudor / H3K4me3 peptide binding; 390,000 compounds, 4.4% hits; Potency, µM (highest dose often 114 µM), for inactives: at the highest dose activity change, negative = inhibition, actives largely listed as inhibitors; AID 504339, 2011; Lysine-specific demethylase 4A (Homo sapiens), O75164; also: % is scaled to controls: 0 for no effect and ±100 for the full control effect; nearly all actives have a fitted effect of over 50% in size
Pin1 inh – qHTS Assay to Find Inhibitors of Pin1; 390,000 compounds, 0.009% hits; Pin1 FP peptide displacement, HiFluor488, 10 min; Potency, µM (titrated, usually from 115 µM), for the others: at the highest dose activity, negative = inhibition, most hits filed as inhibitors; AID 504891, 2011; active = well fitted inhibition curve with a large enough effect in the polarisation, with a control signal flat, not every such curve was filed as active; inconclusive = small, poorly fitted or top-dose-only effect, or effect the other way, or a change in a side signal; inactive = no such curve, though single readings can be large or run the other way; the % refers to the polarisation; also: % is scaled to controls: 0 for no effect and ±100 for the full control effect
PGK inhibitor – qHTS Assay to Find Inhibitors of Phosphoglycerate Kinase | Phosphoglycerate kinase, glycosomal (Trypanosoma brucei brucei), P07378 | PGK/GAPDH coupled, Kinase-Glo luminescence, 60 min | Potency, µM (doses to about 57.5 µM), for the others: at the top dose activity change, negative = inhibition, most hits filed as inhibitors | 380,000 compounds, 0.043% hits; also: % is scaled to controls: 0 for no effect and ±100 for the full control effect; nearly all actives have a fitted effect of over 60% in size
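Luminescent ATP detection (Kinase-Glo Plus) follows a 60-minute room-temperature incubation, with wells lacking PGK as controls. Buffer: 100 mM TEA (pH 7.6), 5 mM MgCl2, 0.01% Tween-20. Coupling enzyme GAPDH (100 nM final) supplies unstable 1,3-BPG in-well.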
Pol iota inh – qHTS for Inhibitors of Polymerase Iota; 390,000 compounds, 1% hits; AID 588590, 2011; Pol iota fluorescent replication assay, 10 min; Potency, µM (top dose mostly 115 µM), without a hit: at the top dose activity, negative = inhibition, most hits filed as inhibitors
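Pol iota at 10 nM preincubated 15 min with compounds at room temperature; reaction started with fluorescent substrate, 50 nM final. Fluorescence read kinetically at 0 and 10 min; buffer-only wells as negative control.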
An asterisk follows results filed as active; i = inactive; ? = inconclusive; . = no result given; [ ] = another dose, or the depositor's remark. Unless noted, calls follow the shape of the dose curve; as a rule, active = well fitted curve in the direction sought with a large enough effect; inconclusive = small, poorly fitted or top-dose-only effect, or another doubt; inactive = no such curve, though single readings can be large; an effect the other way counts as inactive or inconclusive. Potency is read from the fitted curve at half-maximal effect.

mol	BLM helicase inh	GLS inh	HP1b binding inh	BAZ2B inh	G9a block	JMJD2A Tudor inh	Pin1 inh	PGK inhibitor	Pol iota inh
CC(=O)c1c(O)cc(C)n(-c2ccc(F)cc2)c1=O	-8%	9%	1%	?	?	-22%	2%	i	11%
Fc1ccc2c(c1)c1n[nH]c(=S)nc1n2CCc1ccccc1	1%	-5%	51%[activator]	-15%	7%	-10%	-10%	-12%	9%
CC(=O)c1c(C)[nH]c(C(=O)NCc2cccc(Cl)c2)c1C	-1%	-2%	-14%	.	-24%	-27%	0%	0%	27%
O=S(=O)(Nc1cccc(S(=O)(=O)N2CCCC2)c1)c1cccs1	.	-7%	25%	.	.	-13%	0%	-1%	64%[activator]
COc1ccc(OC)c(S(=O)(=O)N2CCC(C(=O)Nc3ccccc3)CC2)c1	-8%	0%	20%	-13%	-26%	-10%	-5%	-7%	1%
CC(=O)Nc1ccc(C(=O)OCC(=O)N2CCCC2)cc1	0%	-4%	26%	9%	-7%	-3%	-9%	i	32%[activator]
O=C(C1CC1)N1CCC(c2nc(-c3ccc(S(=O)(=O)NCC4CCCO4)cc3)no2)CC1 (configuration not stated)	0%	0%	32%	10%	-11%[59 µM]	-9%	0%	-9%	-6%
CCC(=O)Nc1sc2c(c1C(N)=O)CCN(C(C)=O)C2	-2%	0%	22%	7%	-9%[59 µM]	-15%	-4%	i	0%
O=C(CCS(=O)(=O)c1ccc(Br)s1)NC1CCCC1	-1%	-16%	1%	-6%	14%[59 µM]	-16%	1%	i	-4%
CCCCn1c(N)c(Sc2ccccc2)c(=O)[nH]c1=O	-7%	4%	12%	6%	-1%[59 µM]	-17%	1%	0%	0%
Cc1c(NC(=O)COC(=O)c2cc(-c3cccc4ccccc34)nc3ccccc23)c(=O)n(-c2ccccc2)n1C	-2%	0%	12%	-1%	?	-12%	24%	3%	-5%
COc1ccc(N=Nc2cc(OC)c(N)cc2OC)cc1	.	-22%	50µM*	.	.	45µM*	29%	i	?
CCc1ccc(N(CC(=O)NCC2CCCO2)C(=O)CCC(=O)Nc2nccs2)cc1 (configuration not stated)	-3%	4%	-9%	-7%	21%	-1%	1%	3%	12%
COC(=O)c1ccc(NC(=O)c2c(NCc3ccc(C)o3)sc3c2CCCC3)cc1	-7%	-3%	-11%	-29%	?	?	20%	-9%	-16%
Cn1c(C(=O)NCCN2CCN(c3ccccc3F)CC2)cc2c(=O)n(C)c3ccccc3c21	2%	1%	-6%	0%	45µM*	-25%	0%	i	-18%
NNC(=O)Cc1cn(-c2ncc(C(F)(F)F)cc2Cl)c2ccccc12	-14%	8%	40%[activator]	11%	-12%	-8%	-8%	-1%	-10%
Cc1ccc(S(=O)(=O)N(C)C(C)CCc2ccco2)cc1 (configuration not stated)	.	0%	23%	7%	12%[12.7 µM]	2%	0%	-7%	15%
Cc1ccc(-n2c(C)nc3c(cnn3-c3ccccc3)c2=O)cc1	1%	3%	27%	2%	6%[59 µM]	7%	-1%	1%	19%
CCc1ccc(OCC(=O)Nc2ccc(S(=O)(=O)N3CCOCC3)cc2)cc1	.	-6%	29%	6%	?	-10%	-2%	-2%	3%
Cc1nc2ccccc2c(=O)n1-c1ccc(NC(=O)C(F)(F)F)cc1	2%	3%	9%	-3%	3%[59 µM]	-3%	-6%	3%	2%
Cc1ccc(OCC(=O)N(Cc2ccco2)Cc2ccc(C)o2)cc1	-2%	-7%	-10%	-7%	-27%[59 µM]	?	-2%	i	-1%
CCN(CC(=O)Nc1c(F)cccc1F)C(=O)C1=COCCO1	.	-1%	25%	-2%	15%[59 µM]	-8%	-4%	10%	15%
COc1ccc2c(c1)[C@H]1[C@H](CO2)[C@H](c2ccccc2)[C@]2(C)C(=O)Nc3cc(F)ccc3C(=O)N12	.	-3%	17%	.	.	-28%	27%	2%	-7%
CCc1ccccc1NC(=O)COC(=O)c1cn(CC)c2nc(C)ccc2c1=O	-6%	-14%	27%	6%	-3%[59 µM]	-14%	-12%	-6%	1%
C/C(=N/NC(=O)CCC(=O)Nc1cccc(Cl)c1)c1ccc(C)cc1	-11%	4%	18%	4%	-3%	-13%	1%	i	18%
CCOC(=O)c1c(C)[nH]c(C)c1S(=O)(=O)N1CCCCC1	-2%	-1%	52%[activator]	-8%	.	1%	-5%	9%	5%
S=C(NCc1ccccc1)Nc1cccc2cnccc12	-2%	-5%	-10%	-23%	22µM*	-11%	-1%	2%	145%[activator]
OCC1(Cc2ccc(F)cc2)CCCN(CCCC(F)(F)F)C1 (configuration not stated)	4%	3%	30%	13%	.	-2%	1%	-8%	-11%
Cc1cccc(-c2noc(CNS(=O)(=O)c3ccccc3)n2)c1	-6%	2%	32%	-1%	.	-19%	15%	-7%	38%[activator]
C[N+](C)(CC#Cc1ccccc1)CC(=O)c1ccc(Cl)cc1	-5%	7%	20%	?	-27%[59 µM]	-16%	1%	6%	18%
N#CCCN(C(=O)COC(=O)COc1ccccc1Cc1ccccc1)c1ccccc1	.	0%	31%	12%	-5%[12.7 µM]	-9%	3%	-4%	-3%
COc1ccc(NC(=O)NC(=O)c2cc(OCC(F)(F)F)ccc2OCC(F)(F)F)cc1	-9%	0%	32%	-2%	20%	9%	3%	-5%	11%
CCc1ccc([C@@H]2CC=C(C(=O)O)[C@H](c3ccc(C(C)(C)C)cc3)N2S(=O)(=O)c2ccc(C)cc2)cc1	.	31%	11%	.	.	?	.	?	26%
COc1ccccc1NC(=O)Nc1cc(F)ccc1F	-7%	-1%	42%[activator]	-12%	-36%	5%	-5%	-6%	19%
COc1cc(C)c(C)cc1S(=O)(=O)N1CCCCC1c1cccnc1 (configuration not stated)	-1%	8%	28%	6%	22%[59 µM]	-9%	-2%	-1%	7%
O=C(NCCc1ccc(Cl)cc1)c1ccc(CSCc2ccccc2Cl)o1	-10%	-1%	69%[activator]	18%	27%[59 µM]	3%	21%	-8%	13%
O=C(CSc1nnc(-c2cccc(F)c2)o1)Nc1nncs1	-2%	1%	15%	-9%	77%[activator][59 µM]	-4%	2%	5%	89%[activator]
Clc1ccc2nncn2n1	-9%	15%	19%	-21%	?	-9%	-2%	-8%	-22%
O=C1CCN(Cc2ccc(Br)cc2)CCN1CCO	2%	2%	25%	-7%	.	0%	2%	-9%	-11%
OCC[C@@H]1C[C@H](O)[C@@H](O)[C@@]2(Cc3ccccc3CCO2)O1	-1%	0%	51%[activator]	5%	18%	-16%	-2%	-7%	6%
CC(=O)Oc1ccccc1C(=O)N(C1CCCCC1)C1CCCCC1	-3%	-1%	18%	-19%	2%	-11%	0%	-5%	2%
COc1cc(S(=O)(=O)NC2CCCCC2C)ccc1Cl (configuration not stated)	-8%	7%	29%	3%	-21%	7%	4%	-3%	9%
COc1ccc(S(=O)(=O)Nc2ccc3c(c2)C(=O)N([C@H](C)CO)C[C@H](C)[C@@H](CN(C)S(=O)(=O)c2ccc(F)cc2)O3)cc1	.	-2%	43%[activator]	.	.	-22%	-2%	i	14%
COc1ccccc1/C=C/C(=O)NCC(=O)N/N=C/c1cccnc1	-4%	-4%	27%	-12%	0%[59 µM]	-11%	-2%	.	8%
CN(C)S(=O)(=O)c1ccc(NC(=O)c2cc3ccccc3o2)cc1	-7%	-3%	13%	5%	18%[59 µM]	-4%	1%	1%	10%
O=C(NCCc1ccc2c(c1)OCCO2)c1ccc(F)cc1	-12%	13%	6%	9%	8%[59 µM]	-17%	0%	-1%	-5%
CCOC(=O)Cn1cnc([N+](=O)[O-])n1	1%	6%	31%	-7%	2%[59 µM]	-7%	2%	7%	21%
CCCCC1OC23CCCCC2C(C#N)(C(=N)O3)C1(C#N)C#N (configuration not stated)	-3%	-1%	37%	5%	?	-17%	?	0%	15%
COc1ccc(Cc2nnc(N/N=C/c3ccc(Br)cc3)[nH]c2=O)cc1OC	-5%	5%	56%[activator]	?	.	-20%	2%	-8%	17%
Cc1cc(C)cc(NC(=O)N2CCN3CCCCC3C2)c1 (configuration not stated)	2%	-5%	77%[activator]	13%	?	2%	0%	-2%	33%[activator]

Other structures
mol	BLM helicase inh	GLS inh	HP1b binding inh	BAZ2B inh	G9a block	JMJD2A Tudor inh	Pin1 inh	PGK inhibitor	Pol iota inh
O=C(Nc1ccc(CN2CCOCC2)cc1)c1cccs1	0%	1%	34%[activator]	9%	21%[59 µM]	-2%	3%	-3%	-4%
O=C(NC1CCN(C(=O)c2cccs2)CC1)c1ccccc1	-2%	1%	62%[activator]	-3%	?	-1%	2%	9%	22%
O=C(NCc1ccccn1)c1ccc2c(=O)n(CCc3ccccc3)c(=O)[nH]c2c1	-6%	-2%	74%[activator]	-21%	?	-11%	?	-7%	16%
CCOC(=O)C1CCN(Cc2ccc(O)c3ncccc23)CC1	-13%	-7%	-12%	4µM*	4µM*	10µM*	-2%	-4%	24%

3 entries from above, ordered by heavy-atom count, lowest first:
mol	BLM helicase inh	GLS inh	HP1b binding inh	BAZ2B inh	G9a block	JMJD2A Tudor inh	Pin1 inh	PGK inhibitor	Pol iota inh
Cc1cc(C)cc(NC(=O)N2CCN3CCCCC3C2)c1 (configuration not stated)	2%	-5%	77%[activator]	13%	?	2%	0%	-2%	33%[activator]
O=C(NC1CCN(C(=O)c2cccs2)CC1)c1ccccc1	-2%	1%	62%[activator]	-3%	?	-1%	2%	9%	22%
COc1ccc(Cc2nnc(N/N=C/c3ccc(Br)cc3)[nH]c2=O)cc1OC	-5%	5%	56%[activator]	?	.	-20%	2%	-8%	17%

This is a subset. The share of hits here may be higher or lower than overall.
